Assay outcomes as filed in PubChem BioAssay.
RGS7-Gao reg = regulators of human RGS7-Galphao interaction; Multiplexed bead flow cytometry, RGS7-Galphao binding; actives lie on both sides; binding response (% of control), % at 10 µM; 220,000 tested, 0.35% active; in the data active = binding response below about 49% or above about 150%; inconclusive = no clear call, values can overlap the other calls; inactive = in between;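 note: fluorescent Galphao held in activated GDP-AlF4 state binding bead-coupled RGS7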
Target sequence (P09471 whole entry, looked up): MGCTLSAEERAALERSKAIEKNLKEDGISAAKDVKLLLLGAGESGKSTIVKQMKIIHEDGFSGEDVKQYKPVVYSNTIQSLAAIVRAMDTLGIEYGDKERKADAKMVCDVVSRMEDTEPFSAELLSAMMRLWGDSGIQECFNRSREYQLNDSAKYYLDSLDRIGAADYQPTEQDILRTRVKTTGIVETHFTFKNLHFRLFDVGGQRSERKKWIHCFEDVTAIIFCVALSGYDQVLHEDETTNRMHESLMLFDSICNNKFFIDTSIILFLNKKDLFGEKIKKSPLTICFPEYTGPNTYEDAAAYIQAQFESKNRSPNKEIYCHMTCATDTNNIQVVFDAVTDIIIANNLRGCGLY
RGS8-Gao = modulates binding of RGS8 to human Galphao | P09471 | response (percent of control binding), % at 10 µM | 220,000 tested, 0.34% active | AID 1423 | multiplexed bead flow cytometry; actives lie on both sides; in the data active = response below about 60% or above about 140%; inactive = in between;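 note: Galphao activated as the GDP aluminium fluoride complex binding bead-coupled RGS8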
RGS4-Gao reg = human RGS4-Galphao interaction regulation. P09471. Multiplexed bead flow cytometry, RGS4-Galphao binding; actives lie on both sides. binding response (% of control), % at 10 µM. 220,000 tested, 0.33% active. AID 1415; in the data active = binding response below about 49% or above about 150%; inactive = in between;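 note: fluorescent Galphao activated with aluminum fluoride binding bead-coupled RGS4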
The depositor's hits bear a star; ? = inconclusive; nt = no result given. These rows are one share of the data; count on the stated rates, not on these rows.

compound,RGS7-Gao reg,RGS8-Gao,RGS4-Gao reg
Cc1ccc(S(=O)(=O)N(C)c2ccccc2C(=O)Nc2ccc3c(c2)OCCO3)cc1,?,98.8,98.5
COc1ccc(CNC(=O)CSc2cccc3cccnc23)cc1,?,99.7,100.4
O=C(C=C=Nc1ccccc1)C(=O)N=C=Cc1ccccc1,?,101.8,100.5
COc1ccc2[nH]cc(/C=N/NS(=O)(=O)c3ccc(C)cc3)c2c1,?,105.0,105.3
CC(NC(=O)CSc1ncccc1C(=O)O)C1CC2CCC1C2 (stereo unspecified),?,101.2,104.8
CN1C2=CC=CC=CC2=[N+](C)C12C([N+](=O)[O-])=CC(=[N+]([O-])[O-])C=C2[N+](=O)[O-] (stereo unspecified),?,99.4,100.2
S=C1NC[C@H](Cc2cccc3ccccc23)N1CC1CCCCC1,?,101.4,100.4
CC(C)C(=O)N1CCC2(CC1)Oc1ccc(Cl)cc1C(=O)C21CC(c2cccnc2)=NO1 (stereo unspecified),?,96.9,91.0
CSc1ccccc1NC(=O)Nc1ccccc1Cl,?,91.7,92.3
Cn1c(=O)c2c(ncn2CC(COCc2ccccc2)OCc2ccccc2)n(C)c1=O (stereo unspecified),?,99.8,99.3
O=C(C1=NN[C@@H]2C(=O)N(Cc3ccccc3)C(=O)[C@H]12)c1ccc(F)cc1,?,97.6,95.3
COc1ccc(N(C)C(=O)c2cc3c(s2)-c2ccccc2S(=O)(=O)C3)cc1,?,101.5,98.2
CC(=O)N/C(N)=N/c1nc(=O)c2ccccc2s1,?,94.9,95.4
COC(=O)c1c(NS(=O)(=O)c2ccccc2)csc1C,?,100.5,96.4
O=C(CNC(=O)c1ccc(F)cc1)Nc1ccccc1C(F)(F)F,?,99.6,98.5
CSc1sc(C(=O)NC(=O)NCc2ccncc2)c(C)c1-c1ccon1,?,98.5,97.7
CCOC(=O)N1CCN(S(=O)(=O)c2ccc(C)cc2)C1,?,99.0,99.1
C=CCOC(=O)C1=C(C)N=c2s/c(=C3\C(=O)N(CC(=O)O)c4ccccc43)c(=O)n2C1c1ccc(OC)cc1 (stereo unspecified),?,98.2,99.4
Cn1cccc1/C=N/NC(=O)CNc1ccc2ccccc2c1,?,97.1,100.1
O=c1oc2ccccc2nc1/C=C(\O)c1ccccc1,?,99.2,98.0
O=C(NN1C(=O)/C(=C\c2ccc(O)c([N+](=O)[O-])c2)SC1=S)c1ccccc1Cl,?,100.6,95.4
COc1ccc(S(=O)(=O)n2nc(-n3c(C)ccc3C)c3c(F)cccc32)cc1OC,?,103.6,106.4
CC(=O)N1CCCN(Cc2cn(-c3cccc(C)c3)nc2-c2cccc(F)c2)CC1,?,96.0,93.6
COC(=O)c1cc(C)nc(Sc2ccccc2N)n1,?,75.2,94.4
O=C1/C(=C/c2cccs2)SC(=S)N1c1cccc(O)c1,?,92.5,86.0
CCOC(=O)c1cc(C#N)c(Nc2ccccc2OC)nc1C(F)(F)F,?,102.6,101.8
C=CCc1ccccc1OCC(=O)O,?,95.9,90.5
COc1ccc(-c2cc([C@H]3[C@@H]4C=CCC[C@@]4(C)C(=O)N3Cc3ccccc3)ccc2F)cc1OC,?,104.4,102.4
CSc1oc(-c2cccs2)nc1S(=O)(=O)c1ccccc1,?,99.8,98.1
CCP(=O)(c1cccc([N+](=O)[O-])c1)c1cccc([N+](=O)[O-])c1,?,97.9,85.9

21 consecutive compounds from above:
compound,RGS7-Gao reg,RGS8-Gao,RGS4-Gao reg
COc1ccc(CNC(=O)CSc2cccc3cccnc23)cc1,?,99.7,100.4
O=C(C=C=Nc1ccccc1)C(=O)N=C=Cc1ccccc1,?,101.8,100.5
COc1ccc2[nH]cc(/C=N/NS(=O)(=O)c3ccc(C)cc3)c2c1,?,105.0,105.3
CC(NC(=O)CSc1ncccc1C(=O)O)C1CC2CCC1C2 (stereo unspecified),?,101.2,104.8
CN1C2=CC=CC=CC2=[N+](C)C12C([N+](=O)[O-])=CC(=[N+]([O-])[O-])C=C2[N+](=O)[O-] (stereo unspecified),?,99.4,100.2
S=C1NC[C@H](Cc2cccc3ccccc23)N1CC1CCCCC1,?,101.4,100.4
CC(C)C(=O)N1CCC2(CC1)Oc1ccc(Cl)cc1C(=O)C21CC(c2cccnc2)=NO1 (stereo unspecified),?,96.9,91.0
CSc1ccccc1NC(=O)Nc1ccccc1Cl,?,91.7,92.3
Cn1c(=O)c2c(ncn2CC(COCc2ccccc2)OCc2ccccc2)n(C)c1=O (stereo unspecified),?,99.8,99.3
O=C(C1=NN[C@@H]2C(=O)N(Cc3ccccc3)C(=O)[C@H]12)c1ccc(F)cc1,?,97.6,95.3
COc1ccc(N(C)C(=O)c2cc3c(s2)-c2ccccc2S(=O)(=O)C3)cc1,?,101.5,98.2
CC(=O)N/C(N)=N/c1nc(=O)c2ccccc2s1,?,94.9,95.4
COC(=O)c1c(NS(=O)(=O)c2ccccc2)csc1C,?,100.5,96.4
O=C(CNC(=O)c1ccc(F)cc1)Nc1ccccc1C(F)(F)F,?,99.6,98.5
CSc1sc(C(=O)NC(=O)NCc2ccncc2)c(C)c1-c1ccon1,?,98.5,97.7
CCOC(=O)N1CCN(S(=O)(=O)c2ccc(C)cc2)C1,?,99.0,99.1
C=CCOC(=O)C1=C(C)N=c2s/c(=C3\C(=O)N(CC(=O)O)c4ccccc43)c(=O)n2C1c1ccc(OC)cc1 (stereo unspecified),?,98.2,99.4
Cn1cccc1/C=N/NC(=O)CNc1ccc2ccccc2c1,?,97.1,100.1
O=c1oc2ccccc2nc1/C=C(\O)c1ccccc1,?,99.2,98.0
O=C(NN1C(=O)/C(=C\c2ccc(O)c([N+](=O)[O-])c2)SC1=S)c1ccccc1Cl,?,100.6,95.4
COc1ccc(S(=O)(=O)n2nc(-n3c(C)ccc3C)c3c(F)cccc32)cc1OC,?,103.6,106.4

New compounds follow:
compound,RGS7-Gao reg,RGS8-Gao,RGS4-Gao reg
O=C(c1cccc(F)c1)N1CCN(S(=O)(=O)Cc2ccccc2)CC1,?,101.0,98.6
O=C(c1ccc(C(=O)N2CCN(c3ccccc3F)CC2)nc1)N1CCN(c2ccccc2F)CC1,?,101.1,101.3
CC(C)Oc1ccc(C(=O)NC(=S)Nc2ccc(Cl)c(C(=O)O)c2)cc1,?,99.2,99.6
COc1ccc([C@H]2C(C#N)=C([S-])N[C@](C)(O)[C@@H]2[n+]2ccccc2)cc1,?,88.9,92.2
CCOc1cccc(NC(=O)c2ccc(S(=O)(=O)N3CCCC3)cc2)c1,?,101.9,106.4
CC(=O)c1ccc(S(=O)(=O)N2CCN(C(=O)/C=C/c3ccc4ccccc4n3)CC2)cc1,?,100.4,84.0
CN(C)c1cccc2c1c(NC(=O)Nc1ccc(Cl)cc1Cl)nn2C,?,102.4,101.1
C=CC(=O)NCc1ccc(-c2csnn2)cc1,?,98.7,97.1
O=C(COc1ccc(S(=O)(=O)N2CCOCC2)cc1)N1CCc2ccccc2C1,?,94.8,94.7
Cc1c(NC(=O)CN2C(=O)C(=O)N(Cc3ccccc3)C2=O)c(=O)n(-c2ccccc2)n1C,?,102.9,109.7
CC(=O)c1ccc(C(=O)Nc2nnc(-c3ccc(Cl)cc3)o2)cc1,?,99.8,100.6
CCCCC1=CC2=CC(=O)C(C)(OC(=O)CCc3ccccc3)C(=O)C2=CO1 (stereo unspecified),?,88.6,84.6
CC1(OC(=O)C2CCCC2)C(=O)C=C2C=C3CCCCN3C=C2C1=O (stereo unspecified),?,93.0,94.7
O=C(NCCCN1CCCC1=O)c1cc2c(s1)CCCCC2,?,83.7,71.7
O=C1/C(=C/c2coc3ccc(O)cc3c2=O)SC(=S)N1c1ccccc1,?,93.2,89.4
COc1ccc(CN(C(=O)/C=C/c2ccccc2Cl)C2CCS(=O)(=O)C2)cc1 (stereo unspecified),?,103.1,108.8
CCC1SC(C)C/C(=N/NC(N)=O)C1C (stereo unspecified),?,97.7,97.5
C=CCN1CN(CCc2ccccc2)CNC1=S,?,102.0,102.9
C=CCN(c1ccccc1)S(=O)(=O)c1cccc(C(=O)OCC(=O)NCCOC)c1,?,101.5,101.1
Cc1ccc(CCNC(=O)C2CC(c3cc(C(F)(F)F)cc(C(F)(F)F)c3)=NO2)cc1 (stereo unspecified),?,96.4,92.6
N#CCCN(Cc1ccccc1)C(=O)Nc1ccc(F)cc1,?,101.2,100.6
COC(=O)COc1cccc2c(=O)n(CC(=O)N3CCC(C)CC3)ccc12,?,101.9,106.5
CC(=C\C(=O)O)/C(=C/c1ccco1)C(=O)O,?,99.7,98.6
CCCCOC(=O)c1nnc(-c2ccc(Cl)cc2)o1,?,97.6,98.5
CN(Cc1ccccc1)C(=O)C1CCC(CNS(=O)(=O)c2cccc3cccnc23)CC1 (stereo unspecified),?,100.5,98.6
CC1(OC(=O)CCc2ccccc2)C(=O)C=C2C=C(c3ccc(C#N)cc3)N(CCN3CCOCC3)C=C2C1=O (stereo unspecified),?,102.9,106.1
COC(=O)c1ccc(C2=NOC(C)(c3sc(-c4ccc(Cl)cc4)nc3C)C2)cc1 (stereo unspecified),?,98.7,100.2
CCN1C(=O)/C(=C\N2CCN(C(=O)c3ccco3)CC2)SC1=S,?,98.7,96.3
CSc1nc(N)cc(=O)[nH]1,?,100.1,102.1
CCCCC1=CC2=C(c3ccco3)C(=O)C(C)(OC(=O)c3ccc(OC)cc3)C(=O)C2=CN1CCOC (stereo unspecified),?,86.1,71.7
c1ccc2c(c1)[nH]c1c3ccccc3sc21,?,116.1,99.7
CSc1nnc(C(C)(C)C)c(=O)n1/N=C/c1ccc(C(C)C)cc1,?,101.7,94.8
CCOC(=O)c1c(-n2cnnn2)sc2c1CCCC2,?,100.6,101.2
N#Cc1ccsc1NC(=O)CN1CCOCC1,?,98.5,85.8
CCSc1ncc(Cl)c(C(=O)Nc2cc(C)ccc2C)n1,?,98.8,98.0
O=C(NNC(=S)Nc1ccc(F)cc1)C1[C@H]2CCCC[C@@H]12 (stereo partly specified),?,96.2,100.9
O=C(CCOc1ccc(F)cc1)Nc1nccs1,?,102.0,105.3
O=c1c(-c2ccc([N+](=O)[O-])cc2)coc2c(O)c(O)ccc12,?,95.3,93.1
Cc1nn(CC(=O)N/N=C/c2ccc(F)cc2)c(C)c1[N+](=O)[O-],?,100.8,102.8
CCCCN1C(N)=NC[C@H]1Cc1ccc(O)cc1,?,100.6,101.0
CCC(C)(C)C1CCc2[nH]nc(C(=O)N/N=C(\C)c3ccco3)c2C1 (stereo unspecified),?,98.7,100.5
CSc1ccc(C(=O)C2CCCN(C(=O)c3ccc4c(c3)no[n+]4[O-])C2)cc1 (stereo unspecified),?,105.2,109.3
Cc1ccccc1C(=O)Nc1nc(-c2cccnc2)cs1,nt,99.8,94.1
CS(=O)(=O)N(CC(=O)N/N=C/c1ccccc1C(=O)O)c1cccc(Cl)c1Cl,?,102.1,98.4
COc1ccc(/C=C2\N=C(C)OC2=O)cc1[N+](=O)[O-],?,102.1,101.7
O=C1N=C(N2CCOCC2)S/C1=C\c1ccncc1,?,102.1,96.9
COc1ccc(OC)c(/C=N/NC(=O)c2ccc(=O)[nH]n2)c1,?,100.0,101.3
CC(=O)c1cccc(CN2CCN(CCC(C)C)C(CCO)C2)c1 (stereo unspecified),?,102.2,109.7
S=C(N/N=C/c1cccc2ccccc12)Nc1cccc(Cl)c1,?,100.7,92.6
COc1ccc(Nc2nc3ccccc3c(=O)[nH]2)cc1,?,94.3,94.0
O=C(NCCCN1CCC(Cc2ccccc2)CC1)c1ccc2nc(N3CCOCC3)sc2c1,?,104.9,103.0
CCC(C)(C(=O)Nc1c(C)cccc1C)N(C)C(=O)c1ccc2ccccc2n1 (stereo unspecified),?,100.7,100.8
COc1ccc(Cl)cc1C(=O)NNC(=O)c1nc2nc(C)cc(C)n2n1,?,100.0,103.0
Cc1nc(C(=O)NNC(=O)Nc2ccc(Cl)cc2)cs1,?,105.0,106.3
C/C=C/C=C\C(=O)Nc1cccc(C2=NOC3(C2)C[C@@H](C(N)=O)N(C(=O)c2cc([N+](=O)[O-])cc([N+](=O)[O-])c2C)C3)c1 (stereo partly specified),?,92.3,101.8
CCCCC(=O)N(Cc1ccc(F)cc1)C1CCS(=O)(=O)C1 (stereo unspecified),?,103.5,102.7
CC1=NCCN1CCNC(=O)Nc1ccc(C(C)(C)C)cc1,?,100.5,103.8
Cc1ccc(NC(=S)Nc2ccc(S(=O)(=O)Nc3ncccn3)cc2)cc1Cl,?,95.7,98.0
Cc1ccc(S(=O)(=O)N(C)C)cc1NC(=O)C(C)OC(=O)c1ccc2c(c1)OCCO2 (stereo unspecified),?,102.1,106.2
N#Cc1c(NC(=O)c2cccc(S(=O)(=O)Nc3ccc(C(=O)O)cc3)c2)sc2c1CCCC2,?,96.1,94.2
CCCCCC1CC(CC/C(C)=N/NC(N)=O)C(=O)O1 (stereo unspecified),?,99.1,96.8
Cc1ccccc1Nc1ncnc2c1cnn2Cc1ccccc1,?,100.3,94.5
